EWS-Fli block = EWS/Fli transcriptional activity inhibition; hit rate 0.67% among 350,000; inhibition, % at 12.6 µM; A673 NR0B1-luciferase reporter, viability-normalised;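 active means mean inhibition of at least 50% after viability correction, with every replicate also passing that limit; inconclusive means mean reaches 50% but only one of two replicates passes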;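 further: firefly luciferase signal divided by Alamar Blue viability fluorescence both relative to DMSO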
PAX8 reporter = PAX8 transcriptional activity inhibition | AID 652154 | RMG-I TPO-luciferase reporter, SteadyGlo, 24 h | inhibition, % at 12.6 µM | hit rate 1.2% among 360,000;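 active means mean replicate inhibition at least 60% with every replicate also reaching 60%; inconclusive means only one of the two criteria is met; inactive means mean below 60% and not all replicates reaching 60%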;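 further: luciferase light reporting Pax8 driven TPO promoter activity; plate controls were median of neutral control wells for no effect and mitoxantrone controls for full effect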
ARNT-TACC3 inh = disrupts binding between human ARNT and TACC3; AlphaScreen His-ARNT PAS-B/GST-TACC3 binding, luminescence; TACC3 fragment carries E629A point mutation; inhibition, % at 9.99 µM; hit rate 0.66% among 390,000; AID 623870;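 active means mean inhibition of replicates at least 50% and at least half of replicates each reaching 50%; inconclusive means half or more replicates reach 50% but mean below 50%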;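 further: 0% = complete ARNT plus TACC3 wells and 100% = ARNT alone without TACC3; many hits fall short of the cut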
ERp5 inh = inhibitors of human ERp5 | Q15084 | ERp5 insulin aggregation, absorbance 650 nm, 90 min | inhibition, % at 9.99 µM | hit rate 0.05% among 350,000 | AID 651711;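 active means mean replicate inhibition above about 25%, with every replicate also reaching it, limit read from the data, passing the limit was not always enough; inconclusive means only one of those two criteria met; inactive means neither criterion met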
Target sequence (Q15084 whole entry, looked up): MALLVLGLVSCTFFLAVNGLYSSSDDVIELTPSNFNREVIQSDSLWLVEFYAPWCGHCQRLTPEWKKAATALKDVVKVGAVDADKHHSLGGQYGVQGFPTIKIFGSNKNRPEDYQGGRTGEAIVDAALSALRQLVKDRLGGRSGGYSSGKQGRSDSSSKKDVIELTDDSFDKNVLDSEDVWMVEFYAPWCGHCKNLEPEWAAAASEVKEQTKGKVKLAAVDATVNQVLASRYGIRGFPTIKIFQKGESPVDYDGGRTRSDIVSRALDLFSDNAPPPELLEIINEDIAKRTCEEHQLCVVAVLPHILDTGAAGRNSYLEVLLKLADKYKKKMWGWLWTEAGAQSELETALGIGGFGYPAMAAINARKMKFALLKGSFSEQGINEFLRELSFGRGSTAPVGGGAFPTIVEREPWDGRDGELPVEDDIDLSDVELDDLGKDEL
F508del corr = correctors of CFTR F508del function in bronchial epithelial cells; CFBE cells, YFP halide quenching; stimulated with forskolin plus potentiator P3; % fluorescence drop versus neutral controls; activity (quench increase), % at 7.58 µM; hit rate 0.36% among 350,000;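 active means mean added fluorescence quench of at least 8% versus neutral control, with both replicates also reaching 8%; inconclusive means only one of the mean or replicate conditions met; inactive means mean below 8% and not both replicates reaching 8%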;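 further: cells transiently co-express mutant CFTR-F508del with the halide-sensitive YFP; corrector assay measuring rescue of mutant channel to the surface after 24 h compound exposure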
XiGFP reactiv = activators of X-chromosome reactivation in mouse fibroblasts; XiGFP mouse fibroblasts, % GFP-positive cells imaging, 3 d; cells co-treated with 5-aza-dC sensitizer; scaled so ellipticine positive control = 100%; activation, % at 7.58 µM; hit rate 0.055% among 360,000;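 active means mean normalized replicate activation at least 10% and every replicate at or above 10%; inconclusive means only one of the two criteria met; inactive means mean below 10% and not all replicates reach 10%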;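 further: 0% = median of on-plate neutral control wells and 100% = ellipticine 6 µM median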
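Schedule: 3 d treatment, 15 min room-temperature fixation; system: 68-5-11 XiGFP fibroblast line; buffer or medium: DMEM plus 5-aza-dC sensitizer; control set: ellipticine 6 µM positive control; compound: one concentration, pinned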
DENV2 CPE rescue = DENV2-induced cell death inhibition; DENV2-infected cells, cytopathic effect rescue, plate reader; CPE inhibition, % at 9.99 µM; hit rate 1.7% among 350,000; AID 651640; in the data active means CPE inhibition above about 20%, passing the limit was not always enough; inconclusive means no clear call, values can overlap the other calls; tested in BHK-21 cells;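 further: 0% = median of neutral control wells and 100% = median of positive control wells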
INS-1E GSIS act = primary screen for activators of insulin secretion dependent on glucose, INS-1E cells, GLuc reporter luminescence; INS-1E GLuc reporter insulin secretion, 2-3 h; activation, % at 16.6 µM; hit rate 0.61% among 370,000;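 active means lowest replicate activation of at least 40%, so every replicate reaches that level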;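 further: 0% = median of neutral control wells and 100% = median of IBMX positive control wells; some compounds called inactive have numbers as strong as hits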
An asterisk follows results filed as active; ? = inconclusive; . = not tested or not shown; & = joins results of further samples.

Preview:
SMILES	EWS-Fli block	PAX8 reporter	ARNT-TACC3 inh	ERp5 inh	F508del corr	XiGFP reactiv	DENV2 CPE rescue	INS-1E GSIS act
CC1(C)CC(=O)C(C=NCCN2CCN(C3CC(=O)N(c4cccc(Br)c4)C3=O)CC2)=C(O)C1 (stereo not drawn)	2	0	2	1	1.3	0.0	8	4
COc1cccc(OC)c1C(=O)OCC(=O)NC1CCCCCC1	-6	0	6	-6	-3.5	0.0	-13	1

The list itself, previewed entries included:
SMILES	EWS-Fli block	PAX8 reporter	ARNT-TACC3 inh	ERp5 inh	F508del corr	XiGFP reactiv	DENV2 CPE rescue	INS-1E GSIS act
CC1(C)CC(=O)C(C=NCCN2CCN(C3CC(=O)N(c4cccc(Br)c4)C3=O)CC2)=C(O)C1 (stereo not drawn)	2	0	2	1	1.3	0.0	8	4
COc1cccc(OC)c1C(=O)OCC(=O)NC1CCCCCC1	-6	0	6	-6	-3.5	0.0	-13	1
Cc1noc(C)c1NC(=O)N(C)C[C@@H]1Oc2cc(C#CCN(C)C)ccc2S(=O)(=O)N([C@@H](C)CO)C[C@H]1C	1	.	-2	1	-3.0	0.0	-3	6
O=C(Nc1cc(F)ccc1F)N1CCCCN2[C@H](CO)[C@@H](c3ccc(-c4cncnc4)cc3)[C@@H]2C1	.	-13	-6	1	0.3	-0.1	-7	14
OC(CN1CCN(c2cccc(Cl)c2)CC1)C(c1ccccc1)c1ccccc1 (stereo not drawn)	-1	14	-2	5	-2.9	0.0	-2	.
O=C(CSCCO)Nc1cccc([N+](=O)[O-])c1	.	-8	-9	.	.	0.3	.	7
OC[C@@H]1Nc2ccc(-c3ccccc3)cc2[C@H]2[C@@H]1CCN2Cc1ccccc1F	-82	27	3	9	-2.0	0.0	-8	6
O=C(COc1ccccc1)NCC(c1ccco1)N1CCN(c2ccccc2F)CC1 (stereo not drawn)	-2	12	-4	-6	1.4	-0.1	11	-43
O=C(Nc1ccccc1F)N[C@H]1CC[C@H](CCNS(=O)(=O)c2ccc(Cl)cc2)O[C@H]1CO	7	18	-2	4	-0.5	-0.4	9	-9
C[C@@H]1CN([C@H](C)CO)S(=O)(=O)c2ccc(-c3cccc(F)c3)cc2O[C@H]1CN(C)CC1CC1	16	.	10	6	3.0	0.0	7	-7
CC(OC(=O)c1ncc(Cl)c(Cl)c1Cl)C(=O)NC1CCCCC1C (stereo not drawn)	-13	-2	-2	8	-0.1	0.0	-2	-3
COc1cc(C)c(Cl)c(C)c1S(=O)(=O)NC1CC(C)(C)NC(C)(C)C1	11	8	10	-3	4.1	0.0	.	-6
c1ccc(CCC2CCCCN2Cc2nc(-c3ccc4c(c3)OCO4)no2)nc1 (stereo not drawn)	0	-3	0	-7	3.0	-0.1	-4	-25
O=C1NC2C3CC(c4ccccc43)C12 (stereo not drawn)	0	-7	.	5	-3.0	0.0	-3	6
O=C(C[C@H]1CC[C@H]2NC[C@@H](O)COC[C@@H]2O1)Nc1ccc(-c2ccccc2)cc1	-10	-16	-1	.	-1.4	0.0	6	3
O=C(/C=C/c1c(F)cccc1Cl)Nc1ccncc1	.	-38	-5	.	.	0.7	.	5
COc1ccc(C(Cl)=C(C=O)c2ccc(OC)c(OC)c2)cc1OC	26	-8	.	3	-4.1	0.0	-4	0
CCOC(=O)CSc1nc2ccccc2n2c(C)nnc12	11	7	11	2	1.9	0.0	-6	29
CCN1CCC2(CC1)N=C(c1ccc(F)cc1)C(=S)N2	-4	6	1	1	-0.8	0.0	-3	25
Cc1cc(O)c(C(C)C)cc1N=Cc1ccc(N(C)C)cc1	-9	3	.	9	-0.3	0.0	?	-15
Cc1nc(C(=O)N2CCCC(N3CCN(c4ccccc4C)CC3)C2)cs1 (stereo not drawn)	7	.	-1	-2	-2.1	0.1	10	16
COc1cc(C(=O)NCCNC(=O)c2cnccn2)cc(OC)c1OC	-8	-13	1	-7	1.0	0.1	-6	10
COc1ccccc1S(=O)(=O)N[C@H]1CC[C@@H](CCn2cc(C3CCCC3)nn2)O[C@H]1CO	-9	2	.	-1	2.0	0.1	13	-13
CCCCNC(=O)C1(C)CCCCN1C(=O)c1c(Cl)cccc1Cl (stereo not drawn)	2	0	.	-1	2.1	0.0	1	.
Clc1ccccc1-c1nnc2sc(CCc3ccccc3)nn12	-2	.	2	-1	-0.6	.	9	-11
O=C(N[C@@H]1C=C[C@H](CC(=O)N2CCOCC2)O[C@@H]1CO)c1ccc2c(c1)OCO2	2	-7	1	-1	-0.4	-0.2	-5	0
O=C(C[C@H]1CC[C@H](NS(=O)(=O)c2ccc(F)cc2)[C@H](CO)O1)N1CCc2ccccc2C1	2	10	2	2	-1.3	-0.3	-5	0
C[C@H]1CN([C@@H](C)CO)C(=O)c2cc(NC(=O)c3ccncc3)ccc2O[C@H]1CN(C)CC1CCCCC1	-7	-7	.	0	0.3	-0.2	19	11
N#Cc1c(-c2ccncc2)cc(-c2ccc(F)cc2)nc1N	-8	-5	-14	-1	0.2	0.0	-4	49*
CN1[C@H](C(=O)NCC(F)(F)F)[C@@H](CO)[C@@H]2Cn3c(ccc(-c4ccccc4F)c3=O)[C@@H]21	-1	.	-2	-2	.	0.2	4	11
CC=Cc1ccc2n(c1=O)C[C@H]1[C@H](CO)[C@@H](C(=O)NCC3CC3)N(Cc3ccncc3)[C@@H]21 (mixture of isomers)	-2	.	10	2	-0.3	0.4	-3	8
COc1ccc(CN2CCSCC2)c(C)c1C	3	9	-2	4	2.8	0.1	2	61
COc1ccc2c3c(n(C)c2c1)[C@H](CO)N(C(=O)c1ccccc1)CC31CN(C)C1	-4	.	.	.	2.4	0.4	16	9
CC(=O)C1=C(C)Nc2ncnn2C1c1ccc(Br)cc1 (stereo not drawn)	-16	0	5	-3	-2.4	0.0	-1	7
CC1CCCCC1NC(=S)NC(=O)c1ccccc1Cl (stereo not drawn)	-11	-20	8	-2	0.5	0.3	18	-3
Cc1nn(C)c(C)c1CCC(=O)N1CCCC(Nc2ccc(C(C)C)cc2)C1 (stereo not drawn)	9	9	2	8	1.8	0.1	18	5
CCC(=O)N1CCC(c2ccc(OC)cc2)=N1	-46	-36	7	-8	-3.5	0.2	.	2
COC(=O)[C@@]1(C)[C@H]2C(=O)N(C)C(=O)[C@H]2[C@H]2CN=C(SCC(=O)c3ccccc3)N21	0	-7	0	1	0.6	0.1	9	10
Oc1ccc(-c2nc3ccccc3s2)cc1	-33	-105	-19	5	-2.2	-0.3	1	12
Cc1noc(C)c1S(=O)(=O)N(C)C[C@@H]1OCCCC[C@@H](C)Oc2ccc(NC(=O)Nc3ccccc3)cc2C(=O)N([C@H](C)CO)C[C@H]1C	25	6	26	-2	1.4	0.2	-2	-10
C[C@@H]1CN([C@H](C)CO)S(=O)(=O)c2ccc(C#CCN(C)C)cc2O[C@@H]1CN(C)Cc1ccccc1F	12&-15&-5	-10	8&3	5&5&1	-0.6&-0.1&-3.4	0.0&-1.2	8&13&-7	-4&16
COCC#Cc1ccc([C@H]2[C@@H](CO)N3CCCCN(C(=O)NC4CCCC4)C[C@@H]23)cc1	2	-18	6	0	-0.6	0.1	?	2
O=C(CC(c1ccccc1)c1ccccc1O)NCc1ccccc1Cl (stereo not drawn)	.	2	-22	.	.	-0.1	.	-18
CC(NC(=O)CCCCCN1C(=O)c2ccccc2C1=O)c1ccc2c(c1)CCCC2 (stereo not drawn)	6	.	-1	1	-0.5	.	0	-8
O=C(Cc1ccc([N+](=O)[O-])cc1)Nc1ccc2c(c1)CCC2	9	-15	-18	-16	0.3	0.0	0	8
COc1ccc(CCNC(=O)COC(=O)Cc2ccc(OC)cc2)cc1	.	-6	-4	.	.	0.2	.	26
COc1ccccc1CNC(=O)[C@H](CCSC)NC(=O)[C@@H]1Cc2ccccc2CN1	4	.	-5	6	0.5	.	-8	4
Cc1cccc(C)c1-n1nnnc1C(c1ccccc1)N1CCN(C/C=C/c2ccccc2)CC1 (stereo not drawn)	15	10	.	2	1.4	-0.1	-1	-47
Clc1ccc(-c2nnc(Sc3nc4ccccc4o3)c3ccccc23)cc1	2	.	-2	0	1.0	.	0	1
O=C1/C(=C/c2ccccn2)COc2ccccc21	7	10	-3	0	-3.8	0.3	7	-7
O=C(CCSCc1ccccc1Cl)NCc1cccs1	6	-3	-4	4	0.1	0.2	-1	-1
COc1ccc(NC(=O)N(C)C[C@H]2Oc3c(NS(=O)(=O)c4cn(C)cn4)cccc3C(=O)N([C@H](C)CO)C[C@H]2C)cc1	8	.	-6	0	-0.4	3.0	0	14
O=C(C[C@@H]1C[C@@H]2c3cc(NC(=O)CC4CC4)ccc3O[C@@H]2[C@@H](CO)O1)NCc1ccc2c(c1)OCO2	-13	-8	-4	-6	-2.2	0.1	5	-2
Cn1c(=O)oc2cc(S(=O)(=O)N3CCC(C(=O)N4CCN(c5ccccc5)CC4)CC3)ccc21	-2	4	-14	2	1.4	0.2	-2	-2
Cc1cccc(NC(=O)Nc2ccc(OCc3ccccc3)cc2)n1	-21	6	0	-2	3.4	0.6	-1	9
C[C@H]1CCCCO[C@H](CN(C)CC2CCCCC2)[C@@H](C)CN([C@@H](C)CO)C(=O)c2cc(NC(=O)CCC(F)(F)F)ccc2O1	-1	-8	-8	.	0.0	-0.7	0	1
O=C(CNC(=O)c1ccccc1F)Nc1ccccc1C(F)(F)F	-2	5	-3	7	1.8	0.0	6	11
CN(C)CCCNC(=O)C[C@H]1C[C@H](C(=O)N2CCCCC2)[C@@]2(CCc3ccccc3)c3[nH]c4cc(CCC(=O)N(C)C)ccc4c3CCN2C1=O	5	-10	2	5	-1.7	-0.1	0	15
C[C@H]1CN([C@@H](C)CO)C(=O)c2cc(NS(=O)(=O)c3ccc(F)cc3)ccc2O[C@H]1CN(C)CC1CCCCC1	8	-10	33	-2	1.3	0.2	-4	-13
CCOc1ccc(N2CC(C(=O)Nc3ccc(S(=O)(=O)Nc4nccs4)cc3)CC2=O)cc1 (stereo not drawn)	0	20	6	-1	-2.9	0.4	3	7
Additional records follow.
SMILES	EWS-Fli block	PAX8 reporter	ARNT-TACC3 inh	ERp5 inh	F508del corr	XiGFP reactiv	DENV2 CPE rescue	INS-1E GSIS act
CCCC(=O)N1CCC1(C)C(=O)NS(=O)(=O)c1ccc(Cl)cc1 (stereo not drawn)	-3	7	.	2	-0.5	0.0	-5	-16
Cc1[nH]c(C)c(S(=O)(=O)N2CCN(c3cccc(Cl)c3)CC2)c1C(=O)N1CCCCC1	.	9	-7	7	-1.5	0.0	-6	-26
CS(=O)(=O)Nc1cccc(S(=O)(=O)N2CCN(C(=O)c3ccccc3)CC2)c1	5	8	2	4	-6.6	-0.1	-2	-2
CCc1sc(C(=O)N2CCc3ccccc32)cc1C	-112	-108	20	6	-2.8	-0.1	0	4
C[C@@H]1CN([C@H](C)CO)C(=O)Cc2cc(NC(=O)Cc3ccccc3)ccc2O[C@@H]1CN(C)S(C)(=O)=O	0	-21	0	4	-1.2	0.1	-2	18
CCCNC(=O)N1[C@H](CO)[C@@H](c2ccccc2)[C@@H]1CNC(=O)c1ccc(F)cc1	6	7	.	.	1.4	0.0	.	-5
O=C(NCc1ccc(F)cc1)C1CCN(S(=O)(=O)N2CCCCC2)CC1	3	.	-5	0	-1.3	.	-1	9
COc1ccc(NC(=O)Nc2ccc3c(c2)C(=O)N([C@@H](C)CO)C[C@H](C)[C@H](CN(C)Cc2ccccc2)OCCCC[C@@H](C)O3)cc1	13	16	4	4	-1.7	-0.2	5	-30

Compounds were not picked by outcome; any-hit rate near 4.2%.
